High-throughput results (PubChem)
TexasRed fluor = Total Fluorescence Counterscreen for Inhibitors of the Interaction of Thyroid Hormone Receptor and Steroid Receptor Coregulator 2 | TRb/SRC2 Texas Red total fluorescence interference | Potency, µM (highest dose often 106 µM), without a hit: at the top dose fluorescence change, negative = quenching | 280,000 tested, 0.29% active | AID 1479, 2009; active means well fitted curve in either direction with a large enough effect; inconclusive means small, poorly fitted or top-dose-only effect
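Human TRb ligand-binding domain at 0.6 uM with 20 nM Texas Red SRC2 peptide in Tris buffer containing 1 uM T3 and 5% DMSO, incubated with compound 5 h at ambient temperature. Total fluorescence (555/632 nm) calculated as parallel + 2 × perpendicular.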
Tau fibril FP = qHTS for Inhibitors of Tau Fibril Formation, Fluorescence Polarization; K18 P301L tau heparin fibrillization, Alexa594 FP, 6 h; Potency, µM (titrated, usually from 57.7 µM), for the others: at the top dose activity, negative = inhibition, usual class: inhibitors; 280,000 tested, 0.39% active; AID 1468, 2008; further: nearly all actives have a fitted effect of over 55% in size
Target sequence (P10636 561-689 P618L limits assumed): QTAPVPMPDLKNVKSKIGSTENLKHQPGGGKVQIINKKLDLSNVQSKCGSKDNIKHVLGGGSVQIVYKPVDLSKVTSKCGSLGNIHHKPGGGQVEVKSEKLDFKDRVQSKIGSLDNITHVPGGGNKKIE
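Human tau K18 […] P301L fragment, 15 uM unlabeled plus 0.24 uM Alexa 594-labeled tau (final), with compound and 20 uM heparin in 100 mM sodium acetate pH 7; 6 hr at 37 C, then Alexa 594 FP read.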
L3MBTL1 inh = qHTS Assay for the Inhibitors of L3MBTL1; Potency, µM (highest dose often 57.1 µM), for inactives: at the highest dose activity, negative = inhibition, usual class: inhibitors; AlphaScreen L3MBTL1–H3K9me1 peptide binding; 230,000 tested, 0.66% active; Lethal(3)malignant brain tumor-like protein 1 (Homo sapiens), Q9Y468; further: nearly all actives have a fitted effect of over 60% in size
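First, the protein-peptide complex forms for 30 min at room temperature (L3MBTL1 50 nM, biotinylated H3K9me1 peptide 75 nM). Next, compounds are pin-transferred and incubated 30 min. Finally, AlphaScreen beads are added and read after 30 min.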
ALDH1A1 inh = qHTS Assay for Inhibitors of Aldehyde Dehydrogenase 1 (ALDH1A1). Potency, µM (highest dose often 75.3 µM), for inactives: at the top dose activity, negative = inhibition, most hits filed as inhibitors. Purified ALDH1A1, NADH fluorescence, propionaldehyde substrate. 220,000 tested, 7.3% active. Aldehyde dehydrogenase 1A1 (Homo sapiens), P00352; active means well fitted inhibition curve with a large enough effect, not every such curve was filed as active; inconclusive means small, poorly fitted or top-dose-only effect, or another doubt; inactive means no such curve, though single readings can be large or run the other way;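 further: plate controls were no enzyme wells and a reference inhibitor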
Target sequence (P00352 whole entry, looked up): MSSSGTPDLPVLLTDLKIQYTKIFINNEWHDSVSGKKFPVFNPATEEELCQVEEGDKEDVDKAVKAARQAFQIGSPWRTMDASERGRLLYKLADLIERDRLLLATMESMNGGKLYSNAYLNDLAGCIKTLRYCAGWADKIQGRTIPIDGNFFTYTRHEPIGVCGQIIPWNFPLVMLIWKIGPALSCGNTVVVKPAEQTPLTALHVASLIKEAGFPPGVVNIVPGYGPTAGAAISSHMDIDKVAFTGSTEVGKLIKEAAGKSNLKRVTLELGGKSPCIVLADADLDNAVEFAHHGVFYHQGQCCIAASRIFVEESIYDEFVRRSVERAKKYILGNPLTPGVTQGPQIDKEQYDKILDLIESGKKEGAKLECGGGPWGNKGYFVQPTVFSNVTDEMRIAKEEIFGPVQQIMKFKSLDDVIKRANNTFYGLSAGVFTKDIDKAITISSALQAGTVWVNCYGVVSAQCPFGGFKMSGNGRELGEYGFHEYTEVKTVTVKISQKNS
TRb-SRC2 inh = qHTS for Inhibitors of the Interaction of Thyroid Hormone Receptor and Steroid Receptor Coregulator 2; AID 1469, 2008; TRbeta-SRC2 peptide binding, fluorescence polarization; receptor liganded with 1 µM T3; 280,000 tested, 0.065% active; Thyroid hormone receptor beta (Homo sapiens), P10828; Potency, µM (series often up to 106 µM), for inactives: top-dose activity change, negative = inhibition, hits mostly inhibitors;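 further: plate controls were bound peptide for no effect and peptide without receptor for full effect; nearly all actives have a fitted effect of over 50% in size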
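Compounds were added to 0.6 uM TRb ligand-binding domain and 20 nM Texas Red-labeled SRC2 peptide in Tris buffer containing 1 uM T3, incubated 5 hr at ambient temperature, then read by fluorescence polarization.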
GLA spleen mod = qHTS Assay for Inhibitors and Activators of Human alpha-Galactosidase From Spleen Homogenate; Alpha-galactosidase A (Homo sapiens), P06280; human spleen homogenate, 4MU-alpha-Gal fluorescence, 40 min; Potency, µM (highest dose often 80 µM), for inactives: at the highest dose activity change, negative = inhibition, most hits filed as inhibitors; 240,000 tested, 0.008% active;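 further: 0% = enzyme with vehicle and -100% = no enzyme basal signal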
Target sequence (P06280 32-429 limits assumed): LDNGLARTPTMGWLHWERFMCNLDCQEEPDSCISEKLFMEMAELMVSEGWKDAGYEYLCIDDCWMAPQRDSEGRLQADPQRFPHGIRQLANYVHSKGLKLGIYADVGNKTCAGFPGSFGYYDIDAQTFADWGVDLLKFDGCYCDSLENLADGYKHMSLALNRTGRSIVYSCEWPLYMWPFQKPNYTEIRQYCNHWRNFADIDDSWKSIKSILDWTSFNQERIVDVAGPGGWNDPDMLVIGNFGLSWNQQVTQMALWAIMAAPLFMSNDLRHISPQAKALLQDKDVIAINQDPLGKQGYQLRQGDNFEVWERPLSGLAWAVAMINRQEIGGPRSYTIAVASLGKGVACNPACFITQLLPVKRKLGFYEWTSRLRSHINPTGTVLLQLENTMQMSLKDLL
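Inhibition or activation of alpha-galactosidase in human spleen homogenate is scored by 4-MU fluorescence after 40 min at 37C, pH 5.0, with 1 mM substrate. AC50s come from concentration-response fitted to the Hill equation.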
Tau fluor cs = Counterscreen qHTS for Inhibitors of Tau Fibril Formation, Fluorescence Polarization; tau K18 P301L Alexa594 fluorescence, heparin fibrillization; Potency, µM (highest dose often 57.7 µM), for inactives: at the highest dose activity change, negative = decrease; 280,000 tested, 0.93% active; AID 1463, 2008; further: nearly all actives have a fitted effect of over 55% in size
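Human tau K18 P301L (15 uM unlabeled, 0.24 uM Alexa 594-labeled) in 100 mM sodium acetate pH 7 with 20 uM heparin, 6 hr at 37 C. ThT 30 uM added, 1 hr ambient; Alexa 594 FP and total fluorescence read at 555/632 nm.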
Tau ThT inhib = qHTS for Inhibitors of Tau Fibril Formation, Thioflavin T Binding; Microtubule-associated protein tau (Homo sapiens), P10636; recombinant tau K18 P301L (four-repeat tau fragment), heparin-induced fibrillization, ThT fluorescence; Potency, µM (doses to about 57.4 µM), for inactives: top-dose activity, negative = inhibition, actives largely listed as inhibitors; 270,000 tested, 2.1% active; AID 1460, 2008; further: nearly all actives have a fitted effect of over 55% in size
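Tau K18 P301L fragment (15 uM unlabeled plus 0.24 uM Alexa 594-labeled) in 100 mM sodium acetate pH 7 with compound, fibrillization induced by 20 uM heparin for 6 hr at 37 C. Thioflavin T (30 uM) added, fluorescence read after 1 hr (ex 450, em 510 nm).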
* hit, by the source's call; ? = inconclusive; . = no result given; & = joins results of further samples; [ ] = dose if it differs, or a comment. Unless noted, the call rests on the fitted dose curve; in most records, active means well fitted curve in the direction sought with a large enough effect; inconclusive means small, poorly fitted or top-dose-only effect, or another doubt; inactive means no such curve, though single readings can be large; an effect the other way counts as inactive or inconclusive. Unless noted, on the % scale 0 is the no-effect control and ±100 the full control effect; potency means the concentration at half of the fitted maximal effect.

Labels used below – A = TexasRed fluor; B = Tau fibril FP; C = L3MBTL1 inh; D = ALDH1A1 inh; E = TRb-SRC2 inh; F = GLA spleen mod; G = Tau fluor cs; H = Tau ThT inhib
> CC(C)C(=O)N(c1ccc2oc(=O)sc2c1)S(=O)(=O)c1ccccc1
  A = 2%	B = -6%	C = .	D = -1%	E = -3%	F = 5%	G = -14%	H = ?

> COc1ccc2c(c1)C(=O)[C@H](OC(=O)Nc1cc(OC)c(OC)c(OC)c1)[C@@H](c1ccc(OC)c(Br)c1)O2
  A = -3%	B = 9%	C = .	D = 4%	E = 2%	F = 8%	G = -18%	H = -9%

> C=CCn1ccc(=NC=C(C#N)C#N)c2ccccc21
  A = -4%	B = -8%	C = 4%	D = .	E = 0%	F = 0%	G = -10%	H = ?

> O=c1c2c3c(sc2nc2n1CCCC2)CCCCC3
  A = -4%	B = 2%	C = .	D = -60%	E = -6%	F = 0%	G = -8%	H = -14%

> Cc1ccc(-n2c(C)cc(/C([O-])=C(/C(=S)Nc3ccc(F)c(Cl)c3)[n+]3ccccc3)c2C)cc1
  A = 2%	B = -1%	C = .	D = ?	E = -5%	F = 5%	G = -26%	H = ?

> O=C(NC1CCCCC1)NC1CCN(CC(=O)N2CCOCC2)CC1
  A = -5%	B = 0%	C = .	D = ?	E = 5%	F = -3%	G = -1%	H = -4%

> O=C(NCc1ccc(Cl)cc1)c1cc(=O)[nH]c2ccc(S(=O)(=O)N3CCOCC3)cc12
  A = -2%	B = -7%	C = -8%	D = 8%	E = 7%	F = 10%	G = -10%	H = -7%

> S=C(NCc1cccs1)Nc1ccccc1
  A = -1%	B = -3%	C = 7%	D = ?	E = 9%	F = -3%	G = 6%	H = 5%

> Cc1cccc(-n2ncc(C(=O)N3CCN(c4ccc(C)cc4C)CC3)c2C2CCN(C(=O)OC(C)(C)C)CC2)c1
  A = -5%	B = 1%	C = .	D = .	E = 1%	F = .	G = -5%	H = -15%

> Cc1ccc(/C=C/C2=NN(Cc3ccccc3Cl)C(=O)CC2)cc1
  A = -12%	B = 4%	C = .	D = ?	E = -2%	F = -5%	G = -17%	H = ?

> COc1ccc(OC)c(CN2CCC(C(=O)N(C)CCc3ccc(OC)c(OC)c3)CC2)c1
  A = -1%	B = -12%	C = 53%[activator]	D = ?	E = -5%	F = -3%	G = -3%	H = -6%

> CCc1cc2c(nc1CC)CCN(CC/C(C)=N/O[C@@H](C)c1cn([C@H](CO)Cc3ccccc3)nn1)C2
  A = 3%&-1%[11.2 µM]	B = -1%&-12%[11.6 µM]	C = .	D = -1%&-5%[13.5 µM]	E = 3%&2%[11.2 µM]	F = -2%&-10%[17.5 µM]	G = -6%&-8%[11.6 µM]	H = -5%&-6%[11.5 µM]

> CC(C)N1CCC(N2CCN(C/C=C/c3ccc(F)cc3)CC2CCO)CC1 (stereo unspecified)
  A = -1%	B = 0%	C = -9%	D = -2%	E = -4%	F = 5%	G = 0%	H = -3%

> NC(=O)C1=C[C@@H](c2ccc(C(F)(F)F)cc2)C[C@@H](OCc2ccc(CO)cc2)O1
  A = -1%	B = -3%	C = 0%	D = 0%	E = -2%	F = 11%	G = -14%	H = -11%

> C=C1O[C@@](CO)(n2cnc3c(N)ncnc32)[C@H](O)[C@@H]1O
  A = -3%&-3%	B = -8%	C = .	D = -6%	E = 3%&-3%	F = -12%&-14%	G = -7%	H = -3%

> CNC(=O)NC(=O)C(C)OC(=O)c1cc2c(s1)CCCCC2 (stereo unspecified)
  A = -2%	B = 2%	C = 7%	D = 11%	E = 0%	F = 5%	G = -3%	H = -6%

> CCCn1c(/N=C/c2ccccc2O)nc2ccccc21
  A = -2%	B = 1%	C = 0%	D = 14%	E = 4%	F = 2%	G = 0%	H = 7%

> CCOC(=O)N1CCN(C(=O)CN(Cc2ccccc2)S(C)(=O)=O)CC1
  A = -4%	B = -1%	C = 23%	D = -6%	E = -6%	F = 4%	G = -8%	H = -19%

> Cc1ccc(Cn2c(=O)n(-c3cccc(C(F)(F)F)c3)c(=O)c3c(C)c(C)sc32)c(C)c1
  A = 2%	B = -7%	C = .	D = .	E = 2%	F = .	G = -1%	H = 6%

> CCOc1ccc(CCNC(=O)CSc2cc(=O)n(C)c3ccc(Cl)cc23)cc1OCC
  A = ?	B = -3%&8%	C = 3%	D = 7%	E = -12%&3%	F = -7%	G = -6%&-5%	H = -1%&-4%

> O=C(CNc1ccccc1-c1ccccc1)NCc1ccccc1
  A = -1%	B = 17%	C = -3%	D = ?	E = -2%	F = -2%	G = -16%	H = -4%

> COC(=O)/C(C#N)=C/c1c(N2CCN(Cc3ccc4c(c3)OCO4)CC2)nc2c(C)cccn2c1=O
  A = -2%	B = -2%	C = -11%	D = .	E = 7%	F = -5%	G = -24%	H = ?

> CC(=O)c1cccc(NC(=O)C2CCN(S(=O)(=O)c3ccc4[nH]c(=O)ccc4c3)CC2)c1
  A = -1%	B = ?	C = .	D = .	E = 1%	F = .	G = -18%	H = -3%

> COc1nsnc1N1CCOCC1
  A = 0%	B = 3%	C = -14%	D = 7%	E = 1%	F = 6%	G = 5%	H = 4%

> Cc1ccccc1N=C1N=C(N)c2ccccc21
  A = 0%	B = -9%	C = 0%	D = 11%	E = -3%	F = 7%	G = -2%	H = -17%

> CCC(CC)c1nnc(NC(=O)C2=NNC(=O)CC2)s1
  A = 3%	B = 12%	C = 1%	D = -7%	E = 4%	F = 2%	G = 3%	H = 9%

> Clc1ccccc1CN1CCc2nc(N3CCN(c4ncccn4)CC3)ncc2C1
  A = -2%	B = -8%	C = .	D = .	E = -6%	F = .	G = -3%	H = ?

> Cc1cc(C)cc(N(C(=O)Cc2cccs2)C(C(=O)NC2CCCCC2)c2ccccn2)c1 (stereo unspecified)
  A = 0%	B = -2%	C = 0%	D = 7%	E = -9%	F = -13%	G = -4%	H = -15%

> COc1ccc(NC(=O)CCCSc2nc(-c3ccco3)cc(C(F)(F)F)n2)cc1
  A = 5%	B = -16%	C = .	D = .	E = -1%	F = .	G = ?	H = -14%

> CC(C)Cn1c(N)c(C(=O)NCCN2CCOCC2)c2nc3ccccc3nc21
  A = -2%	B = -1%	C = 45%[activator]	D = ?	E = 4%	F = 1%	G = 7%	H = 10%

> COc1ccc(-c2nc(SCC(=O)NC3CCCC3)c(-c3ccccc3)[nH]2)cc1OC
  A = -4%	B = ?	C = .	D = .	E = -3%	F = .	G = 14µM*[quencher]	H = ?

> Cc1ccc(NC(=O)CCC(=O)N/N=C/c2coc3ccccc3c2=O)cc1
  A = 4%	B = -1%	C = .	D = .	E = 2%	F = 4%	G = -15%	H = ?

> CN(C)c1nc(N)nc(Cn2ccnc2)n1
  A = -3%	B = 1%	C = -2%	D = 6%	E = 0%	F = 0%	G = 6%	H = 3%

> O=C(Cc1ccccc1)N1N=C(c2ccncc2)CC1(O)C(F)(F)F (stereo unspecified)
  A = 0%	B = -7%	C = .	D = .	E = -1%	F = 0%	G = -18%	H = .

> COc1cc2c(cc1OC)C1=C(C#N)CN(CC(=O)O)CN1CC2
  A = 1%	B = -2%	C = -1%	D = ?	E = -1%	F = 11%	G = -9%	H = ?

> COc1cc(/C=N/NC(=O)c2cccnc2)ccc1OC(=O)c1ccc2c(c1)OCO2
  A = 1%	B = -13%	C = -2%	D = 2%	E = -3%	F = 1%	G = -11%	H = -2%

> NC(N)=Nc1nc2ccc([N+](=O)[O-])cc2[nH]1
  A = -3%	B = 6%	C = 2%	D = 8%[13.5 µM]	E = 2%	F = -1%	G = -7%	H = ?

> CCCCN(C(=O)Cc1cccs1)c1nnc(-c2cccnc2)s1
  A = 2%	B = 8%	C = -1%	D = 18µM*	E = -16%	F = -4%	G = -2%	H = -9%

> COc1ccc(C(C)=O)cc1CSc1nnc(-c2ccccc2O)n1-c1ccccc1
  A = 0%	B = 0%	C = 11%	D = ?	E = 10%	F = 7%	G = -4%	H = 4%

> O=C(NCc1n[nH]c(=S)n1-c1ccc(F)cc1)c1ccco1
  A = 0%	B = -7%	C = .	D = ?	E = 0%	F = 1%	G = -9%	H = -19%

> Cc1ccc(C(=O)CC2(O)C(=O)N(CCc3ccccc3)c3ccc(Br)cc32)o1 (stereo unspecified)
  A = -7%	B = -5%	C = .	D = ?	E = 1%	F = 1%	G = 0%	H = -6%

> CCCOC(=O)c1cc2ccccc2oc1=O
  A = -3%	B = 1%	C = 3%	D = ?	E = -11%	F = 8%	G = -2%	H = -9%

> COC(=O)CCCC1=CC2=CC(=O)C(C)(OC(=O)c3cccs3)C(=O)C2=CN1CCCCO (stereo unspecified)
  A = 2%[11.2 µM]	B = -5%[11.6 µM]	C = .	D = -4%[13.5 µM]	E = 9%[11.2 µM]	F = 5%[17.5 µM]	G = -4%[11.6 µM]	H = ?

> CCOC(=O)N1CCC2(O)CCCCC2C1c1ccc(F)cc1 (stereo unspecified)
  A = -2%	B = -4%	C = -2%	D = 15%	E = -9%	F = 4%	G = -4%	H = -4%

> Cc1ccc(C)c(NC(=O)CN2CCSc3ccc(S(=O)(=O)N4CCCC4)cc32)c1
  A = -4%	B = 8%	C = .	D = .	E = 0%	F = .	G = ?	H = -15%

> O=C(CC1SC2=NCCN2C1=O)Nc1ccc(Cl)cc1 (stereo unspecified)
  A = 4%	B = 1%	C = 26%[11.4 µM]	D = 7%	E = 1%	F = 8%	G = 2%	H = -2%

In a second layout: results already given
| smiles | TexasRed fluor | Tau fibril FP | L3MBTL1 inh | ALDH1A1 inh | TRb-SRC2 inh | GLA spleen mod | Tau fluor cs | Tau ThT inhib |
| --- | --- | --- | --- | --- | --- | --- | --- | --- |
| Cc1ccccc1N=C1N=C(N)c2ccccc21 | 0% | -9% | 0% | 11% | -3% | 7% | -2% | -17% |
| O=C(NC1CCCCC1)NC1CCN(CC(=O)N2CCOCC2)CC1 | -5% | 0% | . | ? | 5% | -3% | -1% | -4% |
